RBX1-CUL1 inh: inhibitors of human ROC1-CUL1 ubiquitin ligase activity. E3 ubiquitin-protein ligase RBX1 (Homo sapiens) + Cullin-1 (Homo sapiens), P62877+Q13616. in vitro K48 di-Ub FRET, acceptor:donor ratio, 45 min. inhibition, % at 10 µM. actives 0.6% (n = 140,000); in the data active = inhibition above about 25%
Target sequence (P62877 whole entry, looked up): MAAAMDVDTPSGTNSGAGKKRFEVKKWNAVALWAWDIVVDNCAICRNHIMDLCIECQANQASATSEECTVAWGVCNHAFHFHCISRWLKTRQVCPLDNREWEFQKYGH
Target sequence (Q13616 whole entry, looked up): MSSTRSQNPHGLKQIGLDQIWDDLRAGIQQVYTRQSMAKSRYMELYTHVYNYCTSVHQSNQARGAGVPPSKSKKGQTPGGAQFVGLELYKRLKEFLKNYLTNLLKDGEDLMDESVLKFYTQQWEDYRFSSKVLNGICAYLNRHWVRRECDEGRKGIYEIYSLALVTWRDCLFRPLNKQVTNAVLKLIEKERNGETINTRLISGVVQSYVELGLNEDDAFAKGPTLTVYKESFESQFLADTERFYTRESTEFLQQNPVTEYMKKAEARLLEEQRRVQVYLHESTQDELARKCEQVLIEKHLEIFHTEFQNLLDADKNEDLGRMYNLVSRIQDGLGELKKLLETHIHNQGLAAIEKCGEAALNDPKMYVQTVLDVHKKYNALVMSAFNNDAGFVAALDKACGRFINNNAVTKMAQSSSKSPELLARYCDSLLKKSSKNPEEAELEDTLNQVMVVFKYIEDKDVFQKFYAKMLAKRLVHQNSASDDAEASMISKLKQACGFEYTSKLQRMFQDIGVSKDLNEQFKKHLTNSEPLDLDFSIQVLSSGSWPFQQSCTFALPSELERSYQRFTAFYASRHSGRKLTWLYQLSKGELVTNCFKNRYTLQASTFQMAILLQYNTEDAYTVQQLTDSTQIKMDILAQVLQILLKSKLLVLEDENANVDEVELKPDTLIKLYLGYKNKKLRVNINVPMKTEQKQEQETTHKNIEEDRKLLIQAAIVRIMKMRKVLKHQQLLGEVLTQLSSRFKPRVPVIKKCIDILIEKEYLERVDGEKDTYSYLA
Starred values were filed as active, the others as inactive; & = joins results of further samples.

SMILES	RBX1-CUL1 inh
O=c1ccc(=O)n(-c2ccccc2)n1CCCCn1c(Cc2ccccc2)nc2ccccc21	2.3
O=C1CC(c2cccc(O)c2)c2cc3c(cc2N1)OCO3 (stereo unspecified)	-5.0&-7.0
CCCc1nn2cc(-c3ccc(C)c(C)c3)nc2s1	1.6
COCc1ccc(CN2CCCC(N(C)CCc3ccccn3)C2)o1 (stereo unspecified)	-11.8
CC(=O)c1ccc(NC(=O)c2cnn3c(C(F)(F)F)cc(-c4ccc(Br)cc4)nc23)cc1	-0.8
Cc1c(C(=O)N(C)c2cccc(Cl)c2)cnn1-c1ccccc1	-7.7
COC(=O)c1sc2ncccc2c1NC(C)=O	6.4
Cc1cccc(-c2nnn3c2nc(NCCC(C)C)c2ccccc23)c1	-3.0
O=C(Nc1cccc(-n2cnnn2)c1)C1CCCN1CC1CC1 (stereo unspecified)	-3.5
CC(C)/C=C/C(=O)N1CC[C@@H](N2CCN(C)CC2)[C@H](O)C1	0.8
COc1ccc2c(c1)C(=O)Nc1cc(Cl)ccc1N2	-5.2
COc1ccc2ccccc2c1C1Oc2nc(SCc3ccccc3Cl)nnc2-c2ccccc2N1C(C)=O (stereo unspecified)	-8.0
Cc1nc(-c2ccccc2)nc2sc3c(=O)[nH]c(SCC(N)=O)nc3c12	-4.7
Cc1cc(C)cc(OC(=O)c2cc(-c3ccc(Cl)cc3)on2)c1	-3.5
O=C(CCC1(Cc2ccc(Cl)cc2)CCC(=O)N1)NCCc1ccc(F)cc1 (stereo unspecified)	2.4
Cc1cc(Cl)ccc1OCc1nc(-c2ccc(-n3cccc3)cc2)no1	-4.4
COc1ccc(S(=O)(=O)N2CCCCC2C)c2ccccc12 (stereo unspecified)	10.0
CCn1c(=O)c(=O)n(CC)c2cc(N3CCCCC3)c(NC(=O)c3ccc(Cl)cc3)cc21	-6.6
CCN1CCN(C(=O)C2CCN(C3CCN(Cc4ccccc4C)CC3)CC2)CC1	6.8
Cc1cccc(Cn2c(=O)c3c(nc4[nH]c(C)c(C)n43)n(C)c2=O)c1	-1.1
COC(=O)c1c(N)sc(C(O)OC)c1C (stereo unspecified)	-9.6
COC(=O)c1ccc2c(=O)[nH]cnc2c1	-6.1
COC(=O)CCCC(=O)N1CCC2(CCCN(Cc3ccc(F)cc3)C2)C1 (stereo unspecified)	-2.8
Cc1cc(C(=O)O)ccc1NCc1ccc(Cl)cc1	-6.6
CC(=O)Oc1ccccc1C(=O)Nc1ccncc1	4.1
C=CCOc1ccc(CNCc2ccccc2Cl)cc1OCC	4.6
O=C(CC1SC(=NCc2ccccc2)NC1=O)Nc1ccccc1 (stereo unspecified)	3.6
CCOC(=O)c1cc2c(=O)n3ccccc3nc2n(CCCOC)c1=NC(=O)c1c(-c2c(F)cccc2Cl)noc1C	-1.5
COc1ccc(N=Cc2ccc(OC)c3ccccc23)cc1	-5.4
CCc1ccc(S(=O)(=O)Nc2cccc(-c3ccc(N4CCC(C)CC4)nn3)c2)s1	7.1

No new results follow: an excerpt of the list.
SMILES	RBX1-CUL1 inh
Cc1cc(C)cc(OC(=O)c2cc(-c3ccc(Cl)cc3)on2)c1	-3.5
O=C(CCC1(Cc2ccc(Cl)cc2)CCC(=O)N1)NCCc1ccc(F)cc1 (stereo unspecified)	2.4
Cc1cc(Cl)ccc1OCc1nc(-c2ccc(-n3cccc3)cc2)no1	-4.4
COc1ccc(S(=O)(=O)N2CCCCC2C)c2ccccc12 (stereo unspecified)	10.0
CCn1c(=O)c(=O)n(CC)c2cc(N3CCCCC3)c(NC(=O)c3ccc(Cl)cc3)cc21	-6.6

Going on with the list.
SMILES	RBX1-CUL1 inh
S=c1[nH]nc(-c2ccco2)n1-c1ccccc1	9.5
Cc1cc(C(=O)NNC(=O)c2cccc([N+](=O)[O-])c2)n[nH]1	1.1
CCOc1ccc(-c2nc(CNC(=O)NC3CCCCC3)c(C)o2)cc1	2.3
Cc1cccc(C)c1OCC(=O)Nc1cccc(-c2nc3ccccc3o2)c1	0.8
O=C(c1cc(S(=O)(=O)N2CCCCC2)ccc1Cl)N1CCCC1	17.5
CCOc1ccc(C(CCc2ccccc2)NC(=O)c2ccccc2)cc1OCC (stereo unspecified)	2.2
COCC1CCCN(C(=O)c2ccc(N3CCC(OC)CC3)nc2)C1 (stereo unspecified)	6.0
Cc1ccc(NC(=O)C(=O)NCCc2csc3nc(-c4ccccc4C)nn23)cc1Cl	7.6
O=C(Nc1c(C(=O)Nc2ccc(F)cc2)oc2ccccc12)c1ccccc1F	-8.6
C/C(=N\NC(=O)Cc1ccc(Cl)cc1)c1cccc(NC(=O)c2cccnc2)c1	8.8
Cc1ccc2c(Cl)c(C(=O)N3CCN(c4ccccc4)CC3)sc2c1	6.6
CCOC(=O)c1cccc(NC(=O)NC2COc3ccccc3C2)c1 (stereo unspecified)	-6.1
Cc1ccc(Oc2coc3cc(OC(=O)c4cccs4)ccc3c2=O)cc1	-3.2
Cc1cc(C(=O)NC(C)C)ccc1NS(C)(=O)=O	11.4
CN(C)c1cccc(C(=O)N2CCC(N3CCC(C(=O)NC4CC4)CC3)CC2)c1	11.1
C=CCN1C(=O)C(CCCC)NC1=S (stereo unspecified)	-5.1
O=C(NC(NCc1ccco1)C(Cl)(Cl)Cl)c1cccc(Cl)c1 (stereo unspecified)	0.9
C[C@H]1C(=O)N(C)CCN1C(=O)c1cn(Cc2ccccc2F)nn1	1.8
CCOc1ccc(NC(=O)CSc2nnc3scc(-c4ccccc4)n23)cc1	3.2
O=C1C2C(c3ccccc3)OC3(C(=O)c4ccccc4C3=O)C2C(=O)N1c1cccc([N+](=O)[O-])c1 (stereo unspecified)	4.7
CSc1nc2c(c(-n3ncc(C#N)c3N)n1)CCCC2	4.3
CS(=O)(=O)N(CC(=O)Nc1cc(C(F)(F)F)ccc1Cl)c1cc(C(F)(F)F)ccc1Cl	-8.6
CCSc1ncc(Cl)c(C(=O)Nc2cccc(Cl)c2)n1	2.5
Cc1scc(C(=O)N2CCN(S(=O)(=O)c3ccccc3)CC2)c1C	-0.6
Clc1ccc(-c2nc3ncccn3c2Nc2ccc3c(c2)OCCO3)cc1	12.0
CCc1ccccc1NC(=O)c1cccc(NS(C)(=O)=O)c1C	9.9
COCc1ccc(C(=O)Nc2ccc(-c3nc(CNC(=O)c4cccnc4)c(C)o3)cc2)o1	11.8
Cc1noc(C)c1C(=O)N1CCN(c2ccc(Cl)cc2)CC1	2.6
CCn1cc(CNC(=O)C2(N3C[C@@H](C)O[C@@H](C)C3)Cc3ccccc3C2)cn1	-1.2
COc1ccc(/C=C2/SC(=O)N(CC(=O)Nc3nccs3)C2=O)cc1OC	14.8
CCc1ccc(C(=O)N2CCN(c3cccc(Cl)c3)CC2)cc1	-0.5
O=C(Nc1ccccc1C(F)(F)F)C1CCN(Cc2ccccc2)CC1	12.0
Cc1ccc(-n2nnc3c(sc4nc(C)c(C)cc43)c2=O)cc1Cl	2.5
CCCCCCc1cc2cc(-c3nc4ccccc4c(=O)[nH]3)c(=N)oc2cc1O	-16.1
CCc1ccc(C2c3c(-c4cc(C)ccc4O)n[nH]c3C(=O)N2Cc2cccnc2)cc1 (stereo unspecified)	-0.8
O=C(Nc1cccc(C(=O)OCc2cc(=O)n3c4c(sc3n2)CCCC4)c1)c1cccc(Cl)c1	-12.8
CC1=NC(=O)C(S(=O)(=O)c2cc(Cl)c(Cl)cc2Cl)C(=O)C1 (stereo unspecified)	0.5
CCOC(=O)C1CCCN(C(=O)c2cccc(NC(=O)c3nsc4ccccc34)c2)C1 (stereo unspecified)	-2.4
O=c1c(=O)n(-c2cccc(Cl)c2)ccn1Cc1cccc(F)c1	12.6
CCOC(=S)c1cc2c(nc1OCC#N)CCC2	-14.3
CCCC(=O)Nc1ccccc1C(N)=O	2.9
Cc1ccc(C2(O)c3cccc(Cl)c3C(O)(c3ccc(C)s3)c3cccc(Cl)c32)s1 (stereo unspecified)	0.3
COc1ccc(F)c(CC2(CCC(=O)N3CCC(C(O)c4ccccc4)CC3)CCC(=O)N2)c1 (stereo unspecified)	-1.2
COc1ccccc1NC(=O)C1C(C)=Nc2nc(CCCO)nn2C1c1cccc(Br)c1 (stereo unspecified)	4.9
CCOc1ccc(-c2nc(N(C(=O)CC)c3ccc(C(=O)OC)cc3)sc2CC)cc1	1.1
Cc1cc(/C=C2/C(=O)NC(=S)N(c3ccc(F)cc3)C2=O)c(C)n1-c1ccc(Sc2ccc([N+](=O)[O-])cc2)cc1	9.7
O=C(Nc1nc2ccccc2s1)c1cc(Br)ccc1Br	-5.0
O=C(CC1Sc2ccccc2NC1=O)NNc1ccccc1Cl (stereo unspecified)	-5.8
CN1C=CC(/C=C/c2ccccc2O)C=C1	-1.4
COCC(C)NC(=O)Cc1c2c(n(Cc3ccccc3)c1C)CCCC2=O (stereo unspecified)	4.5
COc1ccc(N2C(=O)CS(=O)(=O)C23C(=O)N(Cc2c(F)cccc2Cl)c2ccccc23)cc1 (stereo unspecified)	0.4
O=C(NC(NNc1cccc(Cl)c1)(C(F)(F)F)C(F)(F)F)c1ccccc1F	-2.8
COc1cccc(-c2nc3ccc(C(=O)NCCN4CCCC4=O)cc3o2)c1	1.4
O=C(Nc1ccc2oc(-c3ccccc3)nc2c1)c1ccc2ccccc2c1	4.6
CCCCOC(=O)c1ccc(NC(=O)c2sc3nc(C)cc(C)c3c2N)cc1	-9.9
CCOC(=O)c1c(NC(=O)CC2SC(=Nc3ccccc3)N(c3ccccc3)C2=O)sc(C)c1C (stereo unspecified)	-5.7
COc1ccc([N+](=O)[O-])c2c(=O)cc(C(=O)O)oc12	-3.5
Oc1ccccc1-c1nc2ccc(Cl)cn2c1Nc1ccc2c(c1)OCCO2	-0.9
COc1ccccc1C(=O)N/N=C\c1cc(Br)c(Br)o1	-4.1
O=C(Nc1ccc2nn(-c3ccccc3)nc2c1)c1ccc(Br)o1	1.1

Later entries:
SMILES	RBX1-CUL1 inh
COc1ccc(/C=N/n2cnc3sc(C)c(-c4ccccc4)c3c2=O)cc1OC	2.7
COC(=O)CCC(=O)N1CCCC(CCc2cccc(OC)c2)C1 (stereo unspecified)	-2.5
CCC(OC(=O)c1cc(Cl)nc2ccccc12)C(=O)c1ccccc1 (stereo unspecified)	-0.7
O=C(Nc1ccc(S(=O)(=O)O)c2ccccc12)c1ccc(C(=O)Nc2ccc(S(=O)(=O)O)c3ccccc23)cc1	2.6
CSc1cccc(NC(=O)C2CCN(S(=O)(=O)N(C)C)CC2)c1	-0.3
CCCCOc1ccc(C(=O)NCCc2csc(-c3cccc(F)c3)n2)cc1	1.0
CCOC(=O)N1CCN(C(=O)c2ccc3nc4ccccc4c(=O)n3c2)CC1	9.7
O=C(Cn1ccn(-c2cccc(Cl)c2)c(=O)c1=O)NCCc1ccccc1	-4.6
COc1ccccc1N1C(=N)S/C(=C\c2ccc(-c3ccccc3C(=O)O)o2)C1=O	22.4
CC(C)C(=O)N(Cc1ccccc1)S(=O)(=O)c1ccc2c(c1)oc(=O)n2C	3.6
O=C(Nc1ccccc1C(F)(F)F)C1CN(S(=O)(=O)c2ccccc2)CCN1S(=O)(=O)c1ccccc1 (stereo unspecified)	-9.1
O=C(c1nc(-c2ccccc2)n(-c2ccc(Cl)cc2)n1)N1CCOCC1	13.4
O=c1cc(-c2ccccc2F)oc2ccccc12	-2.5
O=C1c2ccccc2NC1C=NCCO (stereo unspecified)	7.7
CCOc1ccc(-n2ccn3c(CC(C)CC(=O)O)nnc3c2=O)cc1 (stereo unspecified)	-0.1
Cc1ccc(OCc2nc(-c3ccccn3)no2)c(Br)c1	2.4
CC1CCN(CC2(O)CCCN(Cc3ccc(F)cc3)C2=O)CC1 (stereo unspecified)	0.0
CC(=O)Nc1ccc(-c2cc(C(=O)O)c3c(-c4ccccc4)[nH]nc3n2)cc1	1.2
O=C(Cn1c(=O)c(C(F)(F)F)nc2ccccc21)Nc1cccc(Br)c1	-1.5
C=CCOc1ccc(C=C2C(=O)N(CC)C(=S)N(CC)C2=O)cc1OCC	3.6
Cc1nn2c(=O)cc(CN(C)c3ccccc3)nc2s1	3.2
O=C(COC(=O)c1n[nH]c(=O)c2ccccc12)c1ccccc1	-3.8
COc1cc(/C=C2/C(=O)NN(c3ccc(F)cc3)C2=O)ccc1OCc1ccc(Cl)cc1	-4.2
CCc1ccc(CN(C)C(=O)c2cccc(-n3cc(NC(=O)Cc4cccc(C)c4)cn3)c2)nc1	7.8
O=C(NCc1ccccn1)c1ccc(Br)o1	2.3
COc1ccc(C(=O)CC=Nc2cc(Cl)ccc2C(=O)c2ccccc2)cc1	7.5
C=CCOc1ccc(C2c3c(oc4ccc(C)cc4c3=O)C(=O)N2CCCN2CCOCC2)cc1 (stereo unspecified)	-7.8
Cc1nn(C)c(C)c1CN(C(=O)c1ccc(-n2cc(NC(=O)c3cccnc3)cn2)cc1)C1CC1	6.3
CC(C)c1ccccc1OCC(=O)Nc1nccs1	1.8
O=C(NCCc1nn[nH]n1)c1ccc(C2CCCN2Cc2ccncc2)s1 (stereo unspecified)	9.5
Cc1cc2c(cc1C)C(C1C(=O)CC(C)(C)CC1=O)=NC(C)(C)C2	0.1

Fetched by compound from above, five records:
SMILES	RBX1-CUL1 inh
CC(C)c1ccccc1OCC(=O)Nc1nccs1	1.8
COc1ccccc1N1C(=N)S/C(=C\c2ccc(-c3ccccc3C(=O)O)o2)C1=O	22.4
O=C(Nc1ccc(S(=O)(=O)O)c2ccccc12)c1ccc(C(=O)Nc2ccc(S(=O)(=O)O)c3ccccc23)cc1	2.6
O=C(NCc1ccccn1)c1ccc(Br)o1	2.3
CSc1cccc(NC(=O)C2CCN(S(=O)(=O)N(C)C)CC2)c1	-0.3

Bioassay records from PubChem.

This is a subset; the hit share may differ from the screen's.
